Source: PubChem
S100A4 inh HTS: S100A4-myosin IIA interaction inhibition | inhibition, % at 10.7 µM | S100A4/TAMRA-MyoIIA peptide fluorescence polarization | 360,000 tested, 0.14% active | P26447 | AID 652163;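 active = mean inhibition of at least 70% across replicates, with every replicate also reaching that level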
Target sequence (P26447 whole entry, looked up): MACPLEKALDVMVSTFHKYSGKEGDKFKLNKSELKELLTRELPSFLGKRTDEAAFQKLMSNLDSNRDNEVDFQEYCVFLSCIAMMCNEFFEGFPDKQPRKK
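Material: S100A4 monomer protein / Buffer or medium: 50 mM HEPES pH 7.2, 10 mM CaCl2, 100 mM KCl / Times: 5 min incubation before reading / Benchmarks: neutral control DMSO, positive control TFP / Reagent: labelled myosin peptide probe, 5 nM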
Xi reactivation: reactivates the inactive X chromosome in mouse fibroblasts | activation, % at 7.58 µM | XiGFP mouse fibroblasts, % GFP-positive cells imaging, 3 d; cells co-treated with 5-aza-dC sensitizer; scaled so ellipticine positive control = 100% | 360,000 tested, 0.055% active;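 active = mean normalized replicate activation at least 10% and every replicate at or above 10%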;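 also: 0% = median of on-plate neutral control wells and 100% = ellipticine 6 µM median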
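Material: SV40-immortalized XiGFP fibroblast cells, line 68-5-11 | Buffer or medium: DMEM containing 5-aza-dC | Dosing: One concentration, pinned | Times: 3 d treatment, 15 min room-temperature fixation | Controls: Ellipticine 6 µM positive control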
esBAF inh: inhibitors of esBAF chromatin remodeling in mouse ES cells; 350,000 tested, 2% active; reporter increase, % at 12.5 µM; AID 602393; Bmi1-luciferase knock-in reporter, 24 h; 100% = twice the neutral-well signal; in the data active = activation above about 40%;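 also: 0% = median of the plate's neutral control wells and 100% = double that signal; a rise in the Bmi1 reporter signal indicates esBAF inhibition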
Starred values were filed as active, the others as inactive; . = no result given. Some of the compounds tested; the hit share may differ from the screen's.

Molecule | S100A4 inh HTS | Xi reactivation | esBAF inh
CC(=O)c1ccc(-c2nc3c4ccccc4ccn3c2C(C)=O)o1 | . | . | 11.0
Cc1ccc(S(=O)(=O)N2CCCC2C(=O)Nc2cc(C)on2)cc1 (centres undefined) | . | . | 2.6
CN(CC(=O)N1CC=C(c2ccccc2)CC1)S(=O)(=O)c1cnc[nH]1 | . | . | -1.3
Cn1c2ccccc2c2cc(C(=O)O)ccc21 | . | . | 2.1
CC(C)C1Nc2ccc(C(=O)NC3CCCCC3)cc2NC1=O (centres undefined) | . | . | 3.1
Fc1ccc(NC(=S)NCCc2ccccc2)c(F)c1F | . | . | 2.6
CNC(=O)Cn1c(=O)n(C)c2ccccc21 | . | . | -3.3
CSCC[C@H](NC(=O)OC(C)(C)C)c1nnc(SCC(N)=O)o1 | . | . | -0.9
Cc1csc(NC(=O)CNS(=O)(=O)c2cccs2)n1 | . | . | 7.0
CCc1c(C)nc2cc(-c3cccs3)[nH]n2c1=O | . | . | 48.4*

Retrieved by compound from the list above:
Molecule | S100A4 inh HTS | Xi reactivation | esBAF inh
CCc1c(C)nc2cc(-c3cccs3)[nH]n2c1=O | . | . | 48.4*
Fc1ccc(NC(=S)NCCc2ccccc2)c(F)c1F | . | . | 2.6
Cc1csc(NC(=O)CNS(=O)(=O)c2cccs2)n1 | . | . | 7.0
CSCC[C@H](NC(=O)OC(C)(C)C)c1nnc(SCC(N)=O)o1 | . | . | -0.9
Cn1c2ccccc2c2cc(C(=O)O)ccc21 | . | . | 2.1

Further compounds follow:
Molecule | S100A4 inh HTS | Xi reactivation | esBAF inh
COc1cccc(C(C(=O)NC2CCCC2)N(C(=O)c2ccco2)C2CC2)c1OC (centres undefined) | . | . | 0.8
NC(=O)C1CCN(C(=O)COc2ccc3ccccc3c2)CC1 | . | . | 7.7
Cc1cc(C(F)(F)F)nc(SCC(=O)NC2CC3CCC2C3)n1 (centres undefined) | . | . | -5.4
COc1cc(C(=S)N2CCCCC2)ccc1O | . | . | -5.4
Cc1ccccc1C(=O)c1cccn1CC(=O)N1CCCCCC1 | . | . | 2.3
Cc1cc2cc3c(cc2nc1SCC(=O)Nc1ccccc1)CCC3 | . | . | -2.5
COc1cccc(CNC(=O)Nc2cccs2)c1 | . | . | -8.0
COc1ccccc1OC(=O)c1cc(Cl)nc2ccccc12 | . | . | -4.9
CC(=O)Nc1ccc(NC(=O)C2CCCN(c3nnc(-n4cccc4)s3)C2)cc1 (centres undefined) | . | . | -1.1
Cn1nc(C(F)(F)F)c(/C=N/OC(=O)c2ccccc2)c1Sc1ccc(Cl)cc1 | . | . | -6.8
Cc1cc(C)c(S(=O)(=O)NCc2cn3c(C)csc3n2)cc1C | . | . | -2.9
Cc1noc(C)c1NC(=O)N(C)C[C@@H]1OCCCC[C@@H](C)Oc2ccc(NC(=O)Nc3cccc4ccccc34)cc2C(=O)N([C@@H](C)CO)C[C@@H]1C | -6.4 | . | .
COc1ccc2c3c(n(C)c2c1)[C@@H](CO)N(C(=O)c1ccncc1)CC31CCN(C)CC1 | . | 0.2 | .
O=C(c1ccncc1)N1CC(=O)N2[C@H](C1)[C@H](c1ccc(C#CCC3CCCC3)cc1)[C@@H]2CO | . | 0.3 | .
C[C@H](CO)N1C[C@H](C)[C@@H](CN(C)Cc2ccc(C(=O)Nc3ccccc3N)cc2)OCCCC[C@H](C)Oc2ccc(N(C)C)cc2C1=O | . | -0.4 | .
Cc1ccccc1-c1ccc([C@@H]2[C@@H](CO)N3C(=O)CN(C(=O)c4cccnc4)C[C@H]23)cc1 | . | 0.5 | .
COc1ccccc1NC(=O)N1CC(=O)N2[C@H](CO)[C@@H](c3ccc(C#CCC(C)C)cc3)[C@H]2C1 | . | 0.6 | .
CCC(=O)N1CC(=O)N2[C@@H](CO)[C@H](c3ccc(C#CC(C)C)cc3)[C@@H]2C1 | . | 0.5 | .
COc1cc(/C=N/N=C2/C(=O)Nc3ccccc32)cc(OC)c1O | . | -0.1 | .
CCS(=O)(=O)N1CC2(CN[C@H](CO)c3c2c2ccc(OC)cc2n3C)C1 | . | 0.3 | .
CO[C@@H]1CN(C)C(=O)c2ccc(NS(C)(=O)=O)cc2OC[C@@H](C)N(Cc2ccccc2)C[C@H]1C | . | 1.1 | .
Cc1ccc2cccc(NC3OC(=O)c4ccccc43)c2n1 (centres undefined) | . | 0.2 | .
CC(C)c1ccc(S(=O)(=O)Nc2ccc(SC(F)F)cc2)cc1 | . | 0.0 | .
CC(C)CC#Cc1ccc([C@@H]2[C@H](CO)N3C(=O)CN(C(=O)NC(C)C)C[C@@H]23)cc1 | . | 0.5 | .
COc1ccc2c3c(n(C)c2c1)[C@H](CO)N(Cc1ccc2c(c1)OCO2)CC31CN(C)C1 | . | 0.2 | .
COc1ccc(N2CCN(c3ncccc3C#N)CC2)cc1 | . | -0.1 | .
Cc1ccsc1C(=O)N/N=C/c1ccc([N+](=O)[O-])cc1 | . | 0.2 | .
COc1ccc2c3c(n(C)c2c1)[C@H](CO)NCC31CN(C(=O)c2ccccc2)C1 | . | 0.2 | .
S=c1[nH]nc(-c2ccccn2)n1/N=C/c1ccc(Br)s1 | . | 0.0 | .
C[C@@H]1CN([C@H](C)CO)C(=O)Cc2cc(NC(=O)NC3CCCCC3)ccc2O[C@H]1CN(C)Cc1ccc(C(=O)Nc2ccccc2N)cc1 | . | 0.1 | .

Taken from above.
`CO[C@@H]1CN(C)C(=O)c2ccc(NS(C)(=O)=O)cc2OC[C@@H](C)N(Cc2ccccc2)C[C@H]1C` in Xi reactivation has 1.1
`C[C@@H]1CN([C@H](C)CO)C(=O)Cc2cc(NC(=O)NC3CCCCC3)ccc2O[C@H]1CN(C)Cc1ccc(C(=O)Nc2ccccc2N)cc1` in Xi reactivation has 0.1

Continuation.
Molecule | S100A4 inh HTS | Xi reactivation | esBAF inh
COc1ccc2c3c([nH]c2c1)[C@@H](CO)N(S(=O)(=O)c1cn(C)cn1)CC31CCN(Cc2ccccc2)CC1 | . | 0.2 | .
COc1ccc(/C=N/NC(=O)c2c(C)n(C)c3ccc(OC)cc23)c(OC)c1 | . | 0.0 | .
CC(C)NC(=O)N(C)C[C@@H]1Oc2ccccc2CC(=O)N(C)C[C@@H]1C | . | 0.1 | .
CCCNC(=O)N1CC(=O)N2[C@H](CO)[C@@H](c3ccc(C#Cc4ccccc4)cc3)[C@@H]2C1 | . | 0.0 | .
CC(C)C#Cc1ccc([C@H]2[C@@H](CO)N3C(=O)CN(C(=O)Cc4cccnc4)C[C@H]23)cc1 | . | 0.6 | .
Cn1c(=O)c2c(ncn2CC(=O)N/N=C/C(Cl)=C/c2ccccc2)n(C)c1=O | . | 0.2 | .
CC(=O)N1CC(=O)N2[C@H](CO)[C@@H](c3ccc(-c4ccccc4)cc3)[C@@H]2C1 | . | 0.5 | .
CCCC(=O)N1CC2(C1)CN(Cc1ccncc1)[C@@H](CO)c1[nH]c3cc(OC)ccc3c12 | . | 0.4 | .
CC(C)C#Cc1ccc([C@H]2[C@H]3CN(Cc4ccccn4)CCCCN3[C@H]2CO)cc1 | . | 0.2 | .
COc1ccc2c3c(n(C)c2c1)[C@@H](CO)N(C)CC31CN(C(=O)Nc2cccc(F)c2)C1 | . | 0.3 | .

Records listed so far printed as active in esBAF inh:
SMILES | S100A4 inh HTS | esBAF inh
CCc1c(C)nc2cc(-c3cccs3)[nH]n2c1=O | . | 48.4*

Next part
Molecule | S100A4 inh HTS | Xi reactivation | esBAF inh
COCCNC(=O)/C(C#N)=C1\N=C(N)c2ccccc21 | . | 0.0 | .
CCS(=O)(=O)Nc1ccc(C2=NN(C(=S)Nc3ccccc3)C(c3ccco3)C2)cc1 (centres undefined) | . | 0.1 | .
COc1cc(CN2CC3(CCN(C(=O)Nc4cccc(F)c4)CC3)c3c(n(C)c4cc(OC)ccc34)[C@H]2CO)cc(OC)c1 | . | 3.3 | .
Cc1ccsc1/C=C1/SC(N2CC(C)OC(C)C2)=NC1=O (centres undefined) | . | 0.0 | .
CCN(CC)S(=O)(=O)c1cc(NS(=O)(=O)c2ccccc2)ccc1C | . | 1.2 | .
CCC(=O)N1CC(=O)N2[C@H](C1)[C@H](c1ccc(C#CC(C)C)cc1)[C@@H]2CO | . | 0.4 | .
CCCC#Cc1ccc([C@H]2[C@@H](CO)N3C(=O)CN(C(=O)c4cccc(F)c4)C[C@H]23)cc1 | . | 0.1 | .
Cc1ccc(NC(=O)Cc2noc3ccccc23)c(C)c1 | . | 0.0 | .
CC(=O)Nc1ccc2c(c1)C(=O)N(C)C[C@H](C)[C@H](CN(C)C(=O)OC(C)(C)C)O2 | . | 0.3 | .
COc1ccc2c3c(n(C)c2c1)[C@H](CO)N(C(=O)c1ccccn1)CC31CN(C(C)=O)C1 | . | -0.1 | .
COc1ccc2c3c([nH]c2c1)[C@H](CO)N(Cc1nccs1)CC31CCN(Cc2nccs2)CC1 | . | 0.2 | .
CCCC#Cc1ccc([C@H]2[C@@H](CO)N3C(=O)CN(C(=O)Nc4ccccc4)C[C@H]23)cc1 | . | 0.5 | .
C[C@H]1CN([C@@H](C)CO)C(=O)Cc2cc(NC(=O)NC3CCCCC3)ccc2O[C@H]1CN(C)Cc1ccc(C(=O)Nc2ccccc2N)cc1 | . | -1.6 | .
O=S(=O)(c1cnc(Cl)c(Br)c1)N1CCCCCC1 | . | 0.1 | .
CC(=O)N1CC2(C1)[C@@H](c1ccc(-c3ccccc3C)cc1)[C@H](CO)N2C(C)=O | . | -0.1 | .
Cc1ccccc1-c1ccc([C@H]2[C@H]3CN(C(=O)c4cccnc4)CC(=O)N3[C@H]2CO)cc1 | . | 0.4 | .
O=C(c1ccccc1)N1CC(=O)N2[C@H](C1)[C@H](c1ccc(/C=C/c3ccccc3)cc1)[C@@H]2CO | . | 0.3 | .
O=[N+]([O-])c1cccc(CSc2nc3ccccc3[nH]2)c1 | . | 0.0 | .
CC(=O)N1[C@H](CO)[C@@H](c2ccccc2)C12CN(C(=O)CN1CCOCC1)C2 | . | 0.1 | .
COc1ccc2c3c([nH]c2c1)[C@@H](CO)N(C(C)=O)CC31CN(C(=O)Nc2c(C)noc2C)C1 | . | 0.3 | .

Profiles, quoted from the list. Values in the order: S100A4 inh HTS, Xi reactivation, esBAF inh
COc1ccc2c3c([nH]c2c1)[C@@H](CO)N(C(C)=O)CC31CN(C(=O)Nc2c(C)noc2C)C1 is listed as ., 0.3, .
O=C(c1ccccc1)N1CC(=O)N2[C@H](C1)[C@H](c1ccc(/C=C/c3ccccc3)cc1)[C@@H]2CO is listed as ., 0.3, .

Next results follow.
Molecule | S100A4 inh HTS | Xi reactivation | esBAF inh
O=C(/C=C/Nc1ccccc1C(=O)O)c1cccs1 | . | 0.3 | .
CC(=O)N1CC2(C1)[C@H](c1ccccc1)[C@H](CO)N2C(=O)c1ccncc1 | . | -0.1 | .
COc1ccccc1NC(=O)N1CC(=O)N2[C@H](C1)[C@@H](c1ccc(C#CCC(C)C)cc1)[C@@H]2CO | . | 0.1 | .
Cc1cc(/C=N/NC(=O)COc2cccc3cccnc23)c(C)n1-c1ccc(O)cc1 | . | 0.1 | .
O=C(c1ccc2[nH]c3c(c2c1)CCCC3)N1CCN(c2ccc(F)cc2)CC1 | . | 0.2 | .
C[C@H]1CCCCO[C@@H](CN(C)Cc2ccc(C(=O)Nc3ccccc3N)cc2)[C@@H](C)CN([C@@H](C)CO)C(=O)c2cc(N(C)C)ccc2O1 | . | 1.0 | .
COc1ccc2c3c(n(C)c2c1)[C@H](CO)N(C(=O)CC1CC1)CC31CCN(C(=O)C2CCC2)CC1 | . | 0.3 | .
COc1ccc2c3c(n(C)c2c1)[C@@H](CO)N(C(=O)CN(C)C)CC31CN(Cc2cccnc2)C1 | . | 0.5 | .
Cc1ccc(C(=O)N/C(=C\c2sccc2C)C(=O)NCc2ccncc2)cc1 | . | 0.1 | .
CCC(=O)N1CC2(C1)CN(C(=O)NC1CCCC1)[C@@H](CO)c1c2c2ccc(OC)cc2n1C | . | 0.1 | .
COc1ccc2c3c(n(C)c2c1)[C@@H](CO)NCC31CCN(C(=O)CC2CC2)CC1 | . | 0.2 | .
CC1(C)Cc2ccccc2C(/C(=N\Nc2cccc(Cl)c2)C(N)=O)=N1 | . | 0.0 | .
CC(C)Cc1nc(Nc2ccc(S(=O)(=O)N3CCCC3)cc2)c2nnn(Cc3ccccc3)c2n1 | . | 0.0 | .
COc1ccc2c3c(n(C)c2c1)[C@@H](CO)N(C(=O)NC1CCCC1)CC31CN(C)C1 | . | 0.3 | .
O=C(c1ccccc1)N1CC(=O)N2[C@H](CO)[C@H](c3ccc(/C=C/c4ccccc4)cc3)[C@H]2C1 | . | 0.1 | .
COc1ccccc1NC(=O)N1CC(=O)N2[C@H](CO)[C@H](c3ccc(C#CCC(C)C)cc3)[C@@H]2C1 | . | -0.1 | .
O=C(Nc1ccccc1F)N1CC(=O)N2[C@@H](CO)[C@@H](c3ccc(-c4ccc(F)cc4)cc3)[C@@H]2C1 | . | 0.1 | .
COc1cc(/C=N/OCC(=O)Nc2ccc(OC(F)F)cc2)ccc1OCc1ccccc1 | . | 0.0 | .
